# Screening data (PubChem BioAssay)
# mIAP act – increases mouse intestinal alkaline phosphatase activity. muIAP, CDP-Star luminescence, 30 min; stronger effect = higher value; 1 = vehicle-only enzyme signal, 0 = enzyme-free wells. actives 0.24% (n = 330,000). activation factor at 10 µM;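 active means activation factor of at least 2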; further: the source names both 10 and 20 µM as test concentration; values of inactives mirror those of a sister screen read the other way
#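 System: mouse IAP enzyme. Reagent: CDP-Star chemiluminescent phosphatase substrate. Benchmarks: DMSO wells, no-enzyme wells. Times: 30 min enzyme-substrate-compound incubation at room temperature. Detection: luminescence from enzymatic CDP-Star hydrolysis. Doses: test compounds delivered from DMSO solution.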
# hIAP activ – human IAP activation; P09923; activation factor at 10 µM; actives 0.16% (n = 330,000); purified human IAP, CDP-Star luminescence, 30 min; stronger effect = higher value; 1 = vehicle-only enzyme, 0 = enzyme-free background;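 active means activation factor of the enzyme at least 2-fold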; further: the source names both 10 and 20 µM as test concentration; values of inactives mirror those of a sister screen read the other way
# hIAP block – blocks human intestinal alkaline phosphatase. P09923. purified IAP, CDP-Star luminescence, 30 min. inhibition, % at 10 µM. actives 0.12% (n = 330,000). AID 2544;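 active means inhibition reaching a set limit with compound at 10 µM in the primary screen, cut at about 35% in these data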;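 further: plate controls were DMSO wells with enzyme for no effect and no-enzyme buffer wells for full effect; values of inactives mirror those of a sister screen read the other way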
# mIAP block – mouse IAP inhibition; purified mouse IAP, CDP-Star luminescence, 30 min; inhibition, % at 10 µM; actives 0.2% (n = 330,000);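 active means inhibition of at least 40% at 10 µM in the primary screen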;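 further: plate controls were DMSO with enzyme for no effect and no enzyme wells for full effect; values of inactives mirror those of a sister screen read the other way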
# PfGluPho inh – PfG6PD (Plasmodium falciparum) enzyme inhibition; inhibition, % at 20 µM; actives 0.78% (n = 350,000); AID 504690; PfGluPho enzyme, NADPH resazurin-diaphorase fluorescence;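 active means inhibition reaching at least a set limit at 20 µM in the primary screen, cut at about 59% in these data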;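 further: 0% = DMSO wells with substrate and 100% = DMSO wells lacking glucose-6-phosphate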
# APOBEC3A inh – human APOBEC3A DNA deaminase inhibition | AID 493011 | actives 0.41% (n = 330,000) | inhibition, % at 20 µM | recombinant A3A, FAM/TAMRA ssDNA deamination fluorescence | P31941;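 active means at least 40% inhibition at 20 µM here, with at most 30% in a related deaminase screen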;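 further: plate controls were A3A with DMSO for no effect and wells lacking A3A enzyme for full effect; some results filed as inactive read as strong as hits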
# Target sequence (P31941 whole entry, looked up): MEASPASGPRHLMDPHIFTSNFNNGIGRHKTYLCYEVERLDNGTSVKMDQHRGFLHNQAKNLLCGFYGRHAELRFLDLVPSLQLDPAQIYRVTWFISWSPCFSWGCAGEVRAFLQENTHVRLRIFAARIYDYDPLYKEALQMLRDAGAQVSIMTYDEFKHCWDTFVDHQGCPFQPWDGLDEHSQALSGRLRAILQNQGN
# HKDC1 inh – inhibitors of human hexokinase HKDC1 | recombinant HKDC1, G6PDH/diaphorase resazurin coupled fluorescence | actives 0.16% (n = 340,000) | inhibition, % at 20 µM | Q2TB90;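 active means inhibition above about 35% when tested at 20 µM, limit read from the data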;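 further: plate controls were DMSO wells with enzyme for no effect and DMSO wells lacking enzyme for full effect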
#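 Test system: recombinant HKDC1 (HK5) hexokinase enzyme, produced in-house; Amount: enzyme 5 µg/mL final; Buffer or medium: Tris pH 8.0 buffer with MgCl2, Tween-20, BSA, BME; Reagent: glucose and ATP substrates; Doses: 20 µM test compound, 1% DMSO; Incubation: 90 min reaction incubation at room temperature, dark; Detection: resorufin fluorescence at 613 nm.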
# ATG4B inh – ATG4B (human) cysteine protease inhibition | actives 0.51% (n = 340,000) | ATG4B cleavage of LC3-PLA2, NBD-HPC fluorescence, 1 h | inhibition, % at 8.33 µM; in the data active means inhibition above about 40%
# Target sequence (Q9Y4P1 whole entry, looked up): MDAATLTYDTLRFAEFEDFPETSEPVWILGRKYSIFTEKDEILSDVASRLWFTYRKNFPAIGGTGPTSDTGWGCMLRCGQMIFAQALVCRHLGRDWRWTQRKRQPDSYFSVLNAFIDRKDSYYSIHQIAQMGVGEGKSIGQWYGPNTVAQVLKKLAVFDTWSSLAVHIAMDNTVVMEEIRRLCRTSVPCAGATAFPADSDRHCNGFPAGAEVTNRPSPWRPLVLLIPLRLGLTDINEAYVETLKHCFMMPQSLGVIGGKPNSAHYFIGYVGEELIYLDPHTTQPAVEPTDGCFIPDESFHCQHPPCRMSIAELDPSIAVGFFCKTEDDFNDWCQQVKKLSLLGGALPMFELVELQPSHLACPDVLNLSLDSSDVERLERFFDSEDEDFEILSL
# The depositor's hits bear a star. The order is random. Share with any hit: about 2.4%.
mIAP act	hIAP activ	hIAP block	mIAP block	PfGluPho inh	APOBEC3A inh	HKDC1 inh	ATG4B inh	structure
1	1.2	-21	-2	-2	-3	4	-3	Cc1noc(C)c1COC(=O)CCN1c2ccccc2Sc2ccccc21
1	0.96	4	0	17	4	-6	-7	Cc1ccc(OCc2n[nH]c(=S)n2N)cc1C
1.1	0.94	6	-14	-1	-1	1	2	CCOc1ccc(CCNC(=O)CCc2nnc3ccc(N4CCOCC4)nn23)cc1OCC
0.91	1	-2	9	-1	-1	6	3	COc1ccc2c(C(=O)CN3CCSCC3)c[nH]c2c1
1.4	1.2	-23	-36	16	0	2	-10	CN(C)S(=O)(=O)N(CC(=O)Nc1ccc2ccccc2c1)c1ccccc1
1.1	0.87	13	-6	7	-4	-3	-11	CC(C)[C@H](NC(=O)c1ccccc1Cl)C(=O)OCC(=O)NCc1ccc2c(c1)OCO2
0.96	1.2	-25	4	-14	-1	-1	-1	CC1(c2nnc(Cc3ccccc3)o2)CC(c2cccc([N+](=O)[O-])c2)=NO1 (stereo not given)
0.97	0.83	17	3	9	0	-4	-10	CCCCCn1c(=O)[nH]c2cc(C(=O)NCCN(CC)CC)ccc2c1=O
0.97	0.87	13	3	2	-3	-8	1	CC(=O)C1C(=O)CC(C)(O)C(C(C)=O)C1c1ccccc1 (stereo not given)
1	1.1	-9	0	-5	0	-4	-9	COc1ccc(C2C(C(=O)NCc3ccccn3)c3cc(OC)c(OC)cc3C(=O)N2C)cc1 (stereo not given)
0.98	0.99	1	2	7	-3	-10	-7	Fc1ccc(NCc2nnc3n2CCCCC3)cc1
1	1.2	-20	-2	-14	-2	-3	7	O=C(CN1C(=O)NC2(CCc3ccccc32)C1=O)c1ccccc1 (stereo not given)
0.95	0.83	17	5	15	1	3	51*	COc1ccc2cc(CN(Cc3cccs3)Cc3nnnn3Cc3ccccc3)c(=O)[nH]c2c1
1.1	1.1	-11	-10	16	-7	4	1	O=C(CNC(=O)c1ccco1)OCc1ccc(C(=O)c2ccccc2)cc1
1.1	0.92	8	-8	33	-2	6	23	CCCCCc1cc(=O)oc2c(C(CCN3CCCC(C)C3)c3cc(OC)c(OC)c(OC)c3)c(OC)cc(OC)c12 (stereo not given)
1.1	1.2	-16	-9	-16	0	-2	9	Cc1cc(C)c(NC(=O)Nc2ccc3c(c2)OCO3)c(C)c1
0.98	0.99	1	2	-6	-1	-3	-1	Cc1cc(S(=O)(=O)N2CCN=C2c2ccccc2)c(C)cc1Cl
0.9	0.97	3	10	2	4	0	16	CN(C)c1ccc(C(=O)OCc2ccc(Br)cc2)cc1
0.79	1	-1	21	0	0	4	-16	C=CCOC(=O)C1=C(C)NC(=S)C(C#N)(CC=C)C1c1ccccc1Cl (stereo not given)
0.8	0.77	24	20	66*	-1	3	-6	N#CC1=C2SCN(Cc3ccco3)CN2C(=O)CC1c1c(F)cccc1Cl (stereo not given)
1	1	-1	-5	4	-5	11	5	Cc1cccc(NC(=O)/C(C#N)=C/c2ccccc2Cl)n1
0.98	0.83	17	2	8	4	-4	9	CCOC(=O)/C=C/[C@H]1CC2(CCO1)SCCCS2
1	1	-4	-4	-1	-3	-1	3	CC1(CCc2ccccc2)NC(=O)N(CC(=O)O)C1=O (stereo not given)
1	0.86	14	-2	5	-4	-5	-3	COc1ccc(OC)c(CNC(=O)CCc2cn(C)c3ccccc23)c1
1.1	1	-3	-9	-20	-5	-8	-5	O=c1[nH]c(-c2cccnc2)nc2sc(-c3ccccc3)cc12
0.97	1	-2	3	-17	-2	4	5	Cn1c(=O)c2c(=O)cc(NNC(=O)C(C)(C)C)[nH]c2n(C)c1=O
1.2	0.86	14	-16	7	-6	-5	-11	O=C(N[C@@H]1CCC(=O)N(CC[C@H](Sc2ccccc2)c2ccccc2)CC1)OCc1ccccc1
0.97	1.1	-6	2	7	0	-3	-23	Cc1c(C)c2ccc(OCC(=O)N3CCC(C(=O)O)CC3)c(C)c2oc1=O
1	0.99	1	0	-6	11	13	-7	COCCn1nnnc1CN(CCc1ccccc1)Cc1cc2cc(OC)ccc2[nH]c1=O
0.94	0.83	17	6	5	-1	4	-14	Oc1[nH]c2ccccc2c1N=Nc1ccc(F)cc1
0.99	1	-2	1	4	-5	7	20	CCOc1ccc(N(C(=O)c2snc(C(N)=O)c2N)C(C)C(=O)NC2CCCCC2)cc1 (stereo not given)
0.81	0.88	12	19	11	2	-1	-10	CC(=C/c1ccccc1)/C=N/NC(=O)c1nnn(-c2nonc2N)c1CN1CCC(C)CC1
1	1	-4	-1	12	4	0	-10	COc1ccc(S(=O)(=O)N2CCOCC2)cc1NC(=O)Cc1sc(C)nc1-c1ccc(F)cc1
0.95	0.82	18	5	53	-1	-9	7	Cc1occc1-c1n[nH]c(=S)n1CC(C)C
1	0.84	16	0	-12	1	-2	-1	Cc1ccccc1C(=O)NNC(=O)Cc1cccc2ccccc12
0.99	1.1	-11	1	-3	1	-6	8	CCOC(=O)Nc1ccc2c(c1)N(C(=O)CN1CCN(CCO)CC1)c1ccccc1CC2
1	0.84	16	0	8	-3	-5	-1	CCCCNC(=O)Nc1nnc(C(C)(C)C)s1
1	1.1	-11	-1	20	2	-5	-14	Cn1cc(CNCc2ccc(OC(F)(F)F)cc2)c(-c2ccc3c(c2)OCCO3)n1
1	1.1	-10	-2	-11	-2	11	4	CC(=O)c1sc(NC(=O)CCCOc2ccc(Cl)cc2)nc1C
0.99	1.1	-11	1	0	-5	-5	12	Cc1ccc(S(=O)(=O)NC(C)c2ccccc2)cc1[N+](=O)[O-] (stereo not given)
0.94	0.98	2	6	16	-3	-7	-11	O=C(Nc1ccc2oc(-c3ccccc3F)nc2c1)c1ccco1
0.94	0.97	3	6	-20	-1	1	-1	C=CCOc1cccc(C2/C(=C(/O)c3ccc(C)cc3)C(=O)C(=O)N2CCN2CCOCC2)c1 (stereo not given)
1.1	1.1	-14	-10	-5	-1	-1	1	COc1cc(C)c(C(N)=O)c(OC)n1
0.87	0.9	10	13	6	0	4	11	O=c1ccc(-c2ccccc2)nn1Cc1ccc(F)cc1Cl
0.93	1.2	-17	7	9	4	-7	-8	COc1ccc2nc(SCC(=O)Nc3nccs3)[nH]c2c1
0.95	1.4	-41	5	30	-3	-1	-16	COc1ccc(-c2cc(C(=O)Nc3c(C)n(C)n(-c4ccccc4)c3=O)c3ccccc3n2)c(OC)c1
0.97	1.1	-14	3	-9	2	-1	61*	O=C(N/N=C/c1coc2ccccc2c1=O)c1cc2ccccc2o1
1	0.93	7	0	-1	-5	2	11	C=CCC(CC=C)(NC(=O)c1cccc(C)c1)c1ccccc1
0.94	0.67	34	6	-8	-1	-1	-4	CCOc1ccc(CCNC(=O)Cc2ccc(NC3=NC4CS(=O)(=O)CC4S3)cc2)cc1OCC (stereo not given)
0.97	1.2	-23	2	13	0	5	-5	C=CCn1c(SCC(=O)N2CCOCC2)nc2sc3c(c2c1=O)CCCC3
0.92	1.2	-18	8	16	-3	-9	-3	COc1ccc([N+](=O)[O-])cc1NC(=O)CCN1CCN(c2ccccc2)CC1
0.94	0.93	7	6	7	-2	0	-8	O=C(C1=C[C@H](C2CCCCC2)C[C@H](OCCCCO)O1)N1CCN(Cc2ccccc2)CC1
1.1	0.88	12	-6	-3	3	15	5	COC(=O)c1c(NC(=O)/C=C/c2ccc3c(c2)OCO3)sc(C)c1C
1.1	1.1	-7	-9	-2	-5	-5	-11	CCOC(=O)N1CCN(C(=O)COc2cccc3c2CCN(Cc2ccccc2F)C3=O)CC1
0.91	0.93	7	9	74*	48*	12	13	O=C(/C=C\c1ccc(-c2ccccc2)o1)c1ccccc1
1	1	-2	0	10	-4	8	-15	CC(C)(C)c1nc2c(C#N)c(-c3ccc(Cl)cc3)ccn2n1
1.1	1.1	-6	-11	6	-1	0	-3	O=C(CN(c1ccccc1)S(=O)(=O)c1ccccc1)NCCSc1nc2ccccc2s1
0.94	0.98	2	6	-10	0	0	-1	O=C(CCC(=O)N1CCN(c2ccccc2F)CC1)c1ccc(F)cc1
0.88	0.91	9	12	12	0	-8	0	O=C(CSc1nc2ccccc2n1CCc1ccccc1)N1CCOCC1
0.99	1	-4	1	-9	1	5	3	COc1ccc(C2c3[nH]c4ccccc4c3CCN2Cc2cccn2-c2ncccn2)cc1C (stereo not given)

# Next section
mIAP act	hIAP activ	hIAP block	mIAP block	PfGluPho inh	APOBEC3A inh	HKDC1 inh	ATG4B inh	structure
1	0.87	13	0	-21	1	7	-6	Cc1cccc(NS(=O)(=O)c2ccc(C)c(NS(=O)(=O)c3cccs3)c2)c1
0.96	0.93	7	4	-4	-3	-10	-4	O=C(N/N=C/c1c(Cl)cccc1Cl)c1ccc(F)cc1
1.1	1	-4	-6	14	5	-4	12	COC(C[C@@H]1O[C@@H]1C(=O)COCc1ccccc1)OC
1	1.1	-9	-4	-15	0	0	-4	CSc1ncccc1C(=O)NC(C)CCc1ccccc1 (stereo not given)
0.94	0.72	28	6	-3	-1	-3	-1	CCC(C)NC(=O)C1CCC(CNS(=O)(=O)c2cccc3nsnc23)CC1 (stereo not given)
0.99	1	-4	0	-15	0	9	5	CCCNC(=S)N1CCC(C(=O)c2ccc(OC)cc2)CC1
0.99	1	-3	1	8	2	-3	6	O=C(CSc1nnc2ccccn12)c1ccc(Cl)cc1
0.98	0.93	7	2	-7	-2	-4	-10	COC(=O)C(Cc1ccc(O)cc1)NC(=O)c1ccccc1OC (stereo not given)
0.96	0.91	9	4	-10	-1	-3	0	O=[N+]([O-])c1cc(Cl)ccc1N1CCOCC1
1.1	1.2	-20	-5	6	1	-7	-1	CCOC(=O)C(C(=O)NCc1ccc(C)cc1)c1ncc(C(F)(F)F)cc1Cl (stereo not given)
1	0.94	6	-4	1	-5	0	-3	C=CCn1c(NCc2ccccc2O)nc2ccccc21
1	1	-4	-3	0	-2	-6	-11	Cc1nnc(NC(=O)CCCCCN2C(=O)C3C4C=CC(C4)C3C2=O)s1 (stereo not given)
0.93	1	-4	7	-3	-1	-7	3	CCOc1ccc(OCCC(=O)OCC(=O)N2CCN(c3ccc(OC)cc3)CC2)cc1
0.94	0.94	6	6	-7	-8	-4	3	COC(=O)c1[nH]c2ccc(F)cc2c1NC(=O)C1=COCCO1
0.95	0.95	5	5	-9	9	-3	-5	Nc1nc(-c2ccco2)nn1S(=O)(=O)c1ccccc1
0.98	1.2	-18	2	-9	-3	-7	-10	CCOC(=O)C1(Cc2cccc(OC)c2)CCN(C2CCOCC2)CC1

# 3 entries from above, arranged by their value in mIAP act, largest number first.
mIAP act	hIAP activ	hIAP block	mIAP block	PfGluPho inh	APOBEC3A inh	HKDC1 inh	ATG4B inh	structure
1	1	-4	-3	0	-2	-6	-11	Cc1nnc(NC(=O)CCCCCN2C(=O)C3C4C=CC(C4)C3C2=O)s1 (stereo not given)
0.99	1	-4	0	-15	0	9	5	CCCNC(=S)N1CCC(C(=O)c2ccc(OC)cc2)CC1
0.96	0.91	9	4	-10	-1	-3	0	O=[N+]([O-])c1cc(Cl)ccc1N1CCOCC1

# For convenience, some entries already given.
mIAP act	hIAP activ	hIAP block	mIAP block	PfGluPho inh	APOBEC3A inh	HKDC1 inh	ATG4B inh	structure
1.1	1	-4	-6	14	5	-4	12	COC(C[C@@H]1O[C@@H]1C(=O)COCc1ccccc1)OC
1	1.1	-9	-4	-15	0	0	-4	CSc1ncccc1C(=O)NC(C)CCc1ccccc1 (stereo not given)
